# aSyn UTR inh – 5' untranslated region of α-synuclein, MLPCN primary screen; 0.82% of 300,000 active; alpha-synuclein 5'UTR reporter, inhibitor activity; inhibition, % (tested at 7.5 µM); in the data active = inhibition above about 60%;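 note: H4 neuroglioblastoma cells stably carrying SNCA 5'UTR luciferase fusion; 0% = DMSO wells and 100% = positive control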
# KLF5 inhibitor – inhibitors of KLF5 expression; inhibition, % at 5 µM; DLD-1 KLF5 promoter-luciferase reporter, luminescence; AID 1700; 0.23% of 290,000 active;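 active = inhibition above a per-plate limit of that plate's mean compound inhibition plus 3 SD, cut at about 60% in these data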;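 note: 0% = DMSO wells and 100% = LY294002 at 200 µM; higher means less KLF5 promoter-driven luciferase light; inactives centre near -14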
# GSK3B inh – human GSK3beta kinase inhibition. activity score (negative = inhibition), % at 10 µM. 0.038% of 300,000 active. GST-GSK3beta kinase, ADP-Glo luminescence, 60 min; hits give low values. P49841;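 active = more than half of replicate wells score below -50%, meaning over 50% inhibition versus plate controls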;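 note: 0% = median DMSO wells and -100% = median GW8510 positive control wells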
# Target sequence (P49841 whole entry, looked up): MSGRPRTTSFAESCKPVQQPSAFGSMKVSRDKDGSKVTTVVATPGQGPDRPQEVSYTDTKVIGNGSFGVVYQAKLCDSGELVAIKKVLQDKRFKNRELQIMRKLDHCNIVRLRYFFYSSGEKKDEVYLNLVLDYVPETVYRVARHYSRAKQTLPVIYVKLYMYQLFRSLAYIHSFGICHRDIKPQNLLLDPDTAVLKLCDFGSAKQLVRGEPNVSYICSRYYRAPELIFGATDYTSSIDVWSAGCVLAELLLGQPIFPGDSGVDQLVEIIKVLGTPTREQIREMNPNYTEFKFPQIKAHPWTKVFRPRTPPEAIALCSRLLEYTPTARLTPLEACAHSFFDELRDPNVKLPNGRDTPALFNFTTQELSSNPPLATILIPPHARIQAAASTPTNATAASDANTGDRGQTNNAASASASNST
#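 Test system: GST-tagged human GSK3beta kinase, cell-free; evaluation: activity score scaled between in-plate DMSO and GW8510 controls; measured by: ADP-Glo luminescence; incubation: 60 min reaction, RT; benchmarks: DMSO and 20 µM GW8510; reagent: peptide substrate plus 25 µM ATP (final); medium: Tris/MgCl2 kinase buffer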
# HSF1 inh – HSF1 inhibition. activity change, negative = inhibition, % at 7.5 µM (by protocol). 0.77% of 300,000 active. NIH3T3-HGL HSE-luciferase, MG132-induced, luminescence 8 h; hits give low values;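 active = more than half of replicate wells show activity change below -50%, luminescence cut by over half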;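 note: luciferase reports HSF-1 transcriptional activity via heat shock element; 0% = median of DMSO wells and -100% = zero luminescence signal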
# HSP90 inh – HSP90 refolding inhibition in rabbit reticulocyte lysate; luciferase refolding luminescence, 3 h; inhibition, % at 5.6 µM; 0.91% of 290,000 active;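 active = inhibition above the screen-wide mean plus 3 SD, computed separately per campaign, cut at about 16% in these data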;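 note: 0% = DMSO wells and 100% = 60 µM geldanamycin wells; inhibitors lower the luminescence because luciferase stays unfolded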
# Platelet DG rel – platelet dense granule release activity; human platelet-rich plasma, SFLLRN dense granule ATP release, luminescence; inhibition, %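 (compounds screened at 7.5 µM in platelet-rich plasma)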; 0.22% of 300,000 active; AID 1663;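 active = mean replicate score, as percent of positive control, at or above 50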
# Dyrk1A ADPGlo – Dyrk1A (rat) kinase inhibition | 0.43% of 310,000 active | ADP-Glo luminescence, NFATc1 peptide | Q63470 | inhibition, % at 12.5 µM; in the data active = inhibition above about 50%;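 note: plate controls were vehicle with enzyme for no effect and no enzyme for full effect; many of its hits are not listed in these tables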
# HSF-1 act – increases HSF-1 driven luciferase reporter signal | NIH3T3-HGL HSF-1 luciferase reporter, MG132, 8 h; 100% = twice DMSO control signal | AID 504408 | activation, % at 9 µM | 1.7% of 300,000 active;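 active = mean replicate activation of at least 50% with a set share of replicates each reaching 50%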;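 note: 0% = median of the neutral control wells and 100% = twice that signal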
# IEC-6 cytotox – counter-screen for KLF5 inhibitors: cytotoxicity in IEC-6 cells; IEC-6 cytotoxicity, luminescence viability; inhibition, % at 5 µM; 0.78% of 290,000 active; in the data active = inhibition above about 22%;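 note: 0% = plate median of test compound wells and 100% = cytotoxic reference compound wells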
# GSK3A inh – inhibitors of human GSK-3 alpha kinase | P49840 | ADP-Glo luminescence, 60 min | inhibition, % at 10 µM | 0.1% of 320,000 active | AID 2650;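 in the data active = inhibition above about 50%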;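 note: GST-tagged GSK-3 alpha with peptide substrate and 25 µM ATP; 0% = DMSO neutral wells and 100% = GW8510 positive control wells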
# Target sequence (P49840 whole entry, looked up): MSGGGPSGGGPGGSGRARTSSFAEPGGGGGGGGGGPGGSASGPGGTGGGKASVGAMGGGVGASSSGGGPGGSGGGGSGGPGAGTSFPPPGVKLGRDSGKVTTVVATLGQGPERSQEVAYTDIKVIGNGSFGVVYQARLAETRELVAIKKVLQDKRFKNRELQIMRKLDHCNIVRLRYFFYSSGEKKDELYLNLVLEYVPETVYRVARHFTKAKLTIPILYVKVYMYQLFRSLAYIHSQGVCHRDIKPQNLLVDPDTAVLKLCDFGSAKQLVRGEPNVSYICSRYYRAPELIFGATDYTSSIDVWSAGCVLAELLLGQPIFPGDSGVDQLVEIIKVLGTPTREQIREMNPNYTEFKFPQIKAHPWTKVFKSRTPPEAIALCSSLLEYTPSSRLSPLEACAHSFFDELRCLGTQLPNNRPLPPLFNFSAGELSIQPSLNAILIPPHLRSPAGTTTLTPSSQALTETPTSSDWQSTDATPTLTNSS
# * marks the source's active call; other numbers are inactive results; x = no result given.
SMILES	aSyn UTR inh	KLF5 inhibitor	GSK3B inh	HSF1 inh	HSP90 inh	Platelet DG rel	Dyrk1A ADPGlo	HSF-1 act	IEC-6 cytotox	GSK3A inh
CCOC(=O)/C(=N/Nc1ccc(OC)cc1)N1CCCc2ccccc21	17	6	3	-10	1	-13	x	-7	4	4
Cc1ccc2nc(NC(=O)C3CCN(c4ncnc5sc(C)c(C)c45)CC3)sc2c1	5	30	0	3	-2	1	8	6	2	0
CC(C)NCC(O)COc1c(F)cc(Br)cc1F (stereo not drawn)	-7	-15	1	-7	2	-2	-1	1	-3	-2
COc1ccccc1OCC(=O)OC/C(O)=C(\C#N)c1nc2ccccc2[nH]1	-18	-22	5	1	1	3	0	5	8	4
CCOc1ccc(NC(=O)CN2CCN(CC(=O)Nc3cc(OC)cc(OC)c3)CC2)cc1	x	-40	x	x	1	x	1	x	-3	0
COc1ccc(Br)cc1CNC(=O)C1CCCN(S(=O)(=O)N2CC(C)CC(C)C2)C1 (stereo not drawn)	35	-16	-4	18	-2	2	-10	11	-2	-3
COc1ccc(NC(=O)c2cn(-c3ccccc3)nc2-c2cc3ccccc3o2)cc1	-71	-10	0	-3	4	-13	-4	-3	-1	-2
N=C(N)SCc1cn2ccccc2n1	-7	10	0	0	2	-3	-1	-6	20	2
COC(=O)Cn1cc(C#N)c2ccccc21	15	-20	3	-8	1	22	10	-5	-3	3
COc1cccc(-c2nnc(SCC(=O)Nc3cc(C)on3)n2C)c1	11	-15	1	7	0	-2	2	12	-3	-6
O=C(O)c1oc2ccccc2c1-n1cccc1	7	17	3	-1	3	-10	4	10	16	-7
CC(=O)c1sc(-c2ccccc2)cc1NS(=O)(=O)c1ccc(C)cc1	-18	-23	18	-4	2	3	-7	11	0	-4
O=C1NC(=O)/C(=C\c2ccsc2)N1	7	-12	-2	-2	-1	0	15	5	-4	5
O=C(Nc1nc2ccc([N+](=O)[O-])cc2s1)c1ccc(S(=O)(=O)N2CCCc3ccccc32)cc1	4	-18	4	-2	0	5	18	-6	3	-2
COc1ccc(S(=O)(=O)N2CCCCCC2)cc1C(=O)N(C)Cc1ccccc1F	10	x	3	7	x	-2	3	14	x	1
Cc1oc2c(c(C)cc3oc(=O)c(CC(=O)NCCCN4CCCC4=O)c(C)c32)c1C	-8	-18	0	1	8	4	-2	3	-1	4
Cc1cc(NC(=S)Nc2ccc(C)c(Cl)c2)n[nH]1	-110	-61	0	28	1	3	x	14	1	-2
C=CCNC(=O)c1c[nH]c2ccc(S(=O)(=O)N(C)c3ccc(OCC)cc3)cc2c1=O	-3	-28	0	4	1	x	1	-4	3	-1
S=C(NCc1cccnc1)NCc1cccnc1	-1	-17	5	3	-5	-7	1	-5	5	3
N/C(=N\OC(=O)c1ccccc1Cl)c1ccccn1	84*	-23	-16	-24	73*	56*	17	-26	11	14

SMILES	aSyn UTR inh	KLF5 inhibitor	GSK3B inh	HSF1 inh	HSP90 inh	Platelet DG rel	Dyrk1A ADPGlo	HSF-1 act	IEC-6 cytotox	GSK3A inh
Cc1ccc(-n2ncc3c(Nc4cccc(C(=O)O)c4)ncnc32)cc1	-200	-87	-4	30	9	-5	7	29	7	-1
CCc1ccc(NC(=O)C2CC(=O)N=C(N)S2)cc1 (stereo not drawn)	8	-7	1	1	4	7	-3	21	-1	2
O=c1cc(-c2ccccc2O)nc(-c2ccccc2)[nH]1	-15	x	0	-2	x	-14	-2	18	x	-1
CCN(C(=O)c1ccccc1Cl)c1ccccc1	15	-15	0	-7	3	8	0	-15	-2	-2
COc1ccc(Oc2nc3c(C)cccn3c(=O)c2/C=C(\C#N)C(N)=O)cc1	13	-15	-2	-3	3	-1	3	2	1	-2
CC1(C)Cc2c(sc(NC(=O)c3ccc(S(=O)(=O)N4CCCC4)cc3)c2C#N)C(C)(C)N1	16	-34	-2	-3	-5	10	3	0	-4	-1
CCCn1c(O)c(N=NC(=O)CNC(=O)c2ccncc2)c2ccccc21	29	-10	-17	-4	-1	1	2	4	-4	-11
CCc1nc2ccccc2c(=O)n1NC(=O)c1c(O)c2ccccc2n(CC)c1=O	12	-22	2	7	1	-2	-7	5	-2	-1
CCCCN(Cc1cccs1)S(=O)(=O)c1ccc(-c2ccc(=O)[nH]n2)s1	27	-8	7	3	-2	4	5	-6	-7	-3
O=C(CSc1nnc(-c2ccco2)c(-c2ccco2)n1)Nc1ccccc1	19	-6	2	4	-1	-3	10	-6	-14	x
O=C(Nc1nnc(-c2ccncc2)o1)c1cccc(N2C(=O)CCC2=O)c1	8	-17	1	-10	-1	-5	0	-6	-6	-1
O=C(NCCc1c[nH]c2ccccc12)C1CCCN(S(=O)(=O)c2ccccc2)C1 (stereo not drawn)	10	-20	1	-2	-3	0	-3	-4	-2	-1
O=C(COc1nnnc2ccccc12)N1CCCc2ccccc21	-18	-17	1	-6	-2	-3	-1	-6	-8	0
Cc1ccc(-n2c(O)c(/C=N/c3ncn[nH]3)c3ccccc3c2=O)cc1	17	-35	1	-1	-6	1	3	5	-7	2
O=C(Nc1nc(=O)c2ccccc2s1)c1ccc(Cl)cc1	-140	-26	4	0	1	0	2	-3	4	-3
CCC(C)NC(=O)CN(c1ccc(OC)cc1)S(=O)(=O)c1ccc(NC(C)=O)cc1 (stereo not drawn)	-7	-2	2	1	2	5	3	17	-4	-3
COc1ccc(Cl)cc1-n1c(=S)sc2c(=O)[nH]c(SCC(=O)NCCC(C)C)nc21	7	5	2	-2	-6	-1	2	17	0	x
Cn1c(=O)oc2cc(S(=O)(=O)NCCC(=O)NCCc3ccccc3)ccc21	-20	-15	3	8	3	0	-3	-1	-2	0
CCN(CCCNC(=O)C1CCN(S(=O)(=O)CC)CC1)c1ccccc1	14	-43	4	-6	1	-3	0	2	0	-5
CC(=O)N1CCSc2ccc(S(=O)(=O)Nc3cccc(C)c3)cc21	11	-13	-1	0	4	-4	3	10	-3	0

# Platelet DG rel: what is marked active above.
structure,aSyn UTR inh,KLF5 inhibitor,GSK3B inh,HSF1 inh,HSP90 inh,Platelet DG rel,Dyrk1A ADPGlo,HSF-1 act,GSK3A inh
N/C(=N\OC(=O)c1ccccc1Cl)c1ccccn1,84*,-23,-16,-24,73*,56*,17,-26,14

# Further structures follow.
SMILES	aSyn UTR inh	KLF5 inhibitor	GSK3B inh	HSF1 inh	HSP90 inh	Platelet DG rel	Dyrk1A ADPGlo	HSF-1 act	IEC-6 cytotox	GSK3A inh
CC1CC(C)CN(CC(=O)NCCc2ccc(S(N)(=O)=O)cc2)C1 (stereo not drawn)	22	-2	-5	-7	2	-5	-6	-17	3	-1
COc1ccc(C(=O)CSc2nnc3ccccn23)cc1OC	-10	-40	1	-2	0	7	3	-3	6	1
CC(C)CC(=O)Nc1ccc(C(=O)Nc2cccc(O)c2)cc1	-151	-100	-1	-2	-6	5	6	-6	6	0
Cc1cc(Nc2ccccc2)nc(N2CCOCC2)n1	7	-26	1	3	-1	1	-10	23	8	1
O=C(Cn1cc2c(n1)CCCCC2)N1CCCCC1	-56	-16	4	6	2	2	-1	-3	-2	x
COC(=O)C1CSc2[nH]c(=O)sc2C1c1ccccc1 (stereo not drawn)	11	-30	3	1	1	-8	5	-5	-4	2
CC(C)CC(=O)NC(=S)Nc1nc(-c2ccc(Cl)cc2)cs1	10	0	-1	-12	2	-8	3	3	9	2
CC1CN(Cc2cc(=O)[nH]c(C(C)C)n2)CC(C)O1 (stereo not drawn)	5	7	-4	1	5	2	13	4	10	1
COc1ccccc1-c1cc(C(F)(F)F)nc(S(=O)(=O)CCCC(=O)N2CCCCC2C)n1 (stereo not drawn)	-50	-15	-2	82	1	-1	-4	79*	2	1
Cc1ccc(C)c(Nc2c(F)c(F)c(F)c(F)c2C(=O)O)c1	7	-13	4	-7	0	5	-4	-2	-1	-3
CCN(C(=O)Cn1cnc2ccccc2c1=O)C1CCS(=O)(=O)C1 (stereo not drawn)	13	x	0	-5	x	-12	12	-11	x	-2
CCOCCCNC(=O)Cn1cc2c(n1)CCCCC2	18	-27	3	-5	-3	2	2	-5	2	-2
Cc1nc(C2CC(=O)OC23CCCCC3)cs1 (stereo not drawn)	-3	-44	0	3	-2	-2	6	18	-3	1
Cc1ccc(S(=O)(=O)N2CCCC2)cc1C(=O)N1CCN(Cc2ccccc2)CC1	-9	0	x	-2	-3	-3	-1	-2	1	-2
COc1ccccc1CCC(=O)Nc1cccc(S(=O)(=O)N2CCOCC2)c1	-3	-14	0	-3	-1	-6	8	0	0	-1
COc1ccc(CCN2CC(C(=O)NCc3cc(C(C)C)no3)CCC2=O)cc1 (stereo not drawn)	6	2	7	3	3	-7	x	7	1	x
O=[N+]([O-])c1ccc(C[n+]2cc(-c3ccccc3)n3c2CCCCC3)cc1	3	10	2	-3	1	7	-3	8	0	-1
COc1ccc(C(=O)N(C)Cc2ccc(C)o2)cc1OC1CCN(C(C)=O)CC1	3	-15	1	-1	-2	-8	3	10	-2	-1
COc1ccc(NC(=O)c2ccccc2Cl)cc1NC(=O)CN1CCOCC1	12	-33	5	-4	2	-2	3	6	2	x
CC1CC(C)CN(S(=O)(=O)c2ccc3c(c2)oc(=O)n3CC(=O)N(C)Cc2ccccc2)C1 (stereo not drawn)	36	-11	4	3	-1	5	5	21	1	4

SMILES	aSyn UTR inh	KLF5 inhibitor	GSK3B inh	HSF1 inh	HSP90 inh	Platelet DG rel	Dyrk1A ADPGlo	HSF-1 act	IEC-6 cytotox	GSK3A inh
COc1ccc(CN2CSC(=S)N(Cc3ccc(OC)cc3)C2)cc1	1	-33	3	-1	2	0	12	-9	-1	-1
O=C(CCCCCN1C(=O)CCC1=O)Nc1ncn[nH]1	4	-13	0	-5	0	-3	0	10	2	2
O=C1c2ccccc2C(O)N1c1ccccc1 (stereo not drawn)	-9	-8	2	-43	-3	2	1	-58	-5	0
Cc1ccc2c(c1)C1CN(C)CCC1N2C(=O)COc1ccc(N(C)C(=O)C(C)(C)C)cc1 (stereo not drawn)	-67	-4	0	-4	1	-5	x	11	2	-1
COc1ccc(NCc2nnc(SCC(=O)NNC(=O)c3ccc(C)cc3)n2C)cc1	7	-11	3	-26	0	5	0	-25	-6	0
O=C(OCN1C(=O)c2ccccc2C1=O)c1ccccc1	4	-8	0	37	0	-8	0	75*	8	0
CCC(C)C(=O)Nc1nnc(SCC(=O)N2C(C)CCCC2C)s1 (stereo not drawn)	-2	12	1	-1	-2	14	-2	-16	0	0
O=C1CCCC(=O)C1C1c2ccccc2CCN1C(=O)CCl (stereo not drawn)	-5	-13	-2	-12	3	3	x	11	9	-5
CSc1ccc(CCNC(=O)c2cc(-c3ccccc3)c(N3CCOCC3)s2)cc1	-8	6	-3	-6	1	2	-5	-1	-8	0
Cn1c(CNC(=O)CNC(=O)Cc2ccc(F)cc2)cc(=O)n(C)c1=O	3	-23	1	2	-3	-5	1	13	-4	-3
COc1cccc(CC(=O)Nc2nc(-c3cc(OC)ccc3OC)cs2)c1	-17	14	-1	14	5	-3	-2	46	3	-12
COCC(=O)Nc1ccc(F)cc1	26	-3	4	3	1	-3	5	25	2	-1

# Quoted from the listing.
# Cc1ccc(S(=O)(=O)N2CCCC2)cc1C(=O)N1CCN(Cc2ccccc2)CC1 in Dyrk1A ADPGlo = -1
# COc1ccc(CN2CSC(=S)N(Cc3ccc(OC)cc3)C2)cc1 in IEC-6 cytotox = -1

# The list is partial; rates above refer to the full screens.
